Assay outcomes as filed in PubChem.
AHR activator: activators of human aryl hydrocarbon receptor. 320,000 compounds, 2.5% hits. AID 2796. P35869. AHR-responsive luciferase reporter cells, luminescence. activation, % at 5 µM; in the data active means activation above about 47%;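 further: 0% = vehicle wells and 100% = reference agonist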
PAFAH2 inh: inhibitors of human PAFAH2 | 340,000 compounds, 0.99% hits | inhibition, % at 3.39 µM | recombinant PAFAH2, FP-rhodamine activity probe, fluorescence polarization | Q99487;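 active means inhibition above the mean over all tested compounds plus 3 SD, cut at about 30% in these data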;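 further: inhibitors block probe labeling of enzyme so polarization drops; 0% = enzyme with DMSO and 100% = wells lacking PAFAH2 protein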
procasp3 activ: procaspase-3 (human) activation | activation, % at 8.5 µM | AID 463141 | 330,000 compounds, 0.11% hits | P42574 | recombinant procaspase-3 D3A, Ac-DEVD-pNA absorbance 405 nm;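 active means activation above the mean of all tested compounds plus 3 SD, cut at about 21% in these data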;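 further: 0% = DMSO alone and 100% = DMSO wells spiked with extra 5 µM PC-3 D3A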
Target sequence (P42574 whole entry D9A/D28A/D175A): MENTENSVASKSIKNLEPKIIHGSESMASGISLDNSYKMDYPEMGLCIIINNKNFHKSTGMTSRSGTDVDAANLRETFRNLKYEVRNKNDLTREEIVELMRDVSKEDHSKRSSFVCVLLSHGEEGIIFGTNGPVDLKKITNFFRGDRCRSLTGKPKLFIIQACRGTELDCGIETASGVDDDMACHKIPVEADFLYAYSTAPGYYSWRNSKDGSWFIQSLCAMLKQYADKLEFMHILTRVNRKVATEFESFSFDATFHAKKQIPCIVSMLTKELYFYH
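Assay system: Procaspase-3 D3A mutant, all three cleavage aspartates alanine. Buffer or medium: Zinc-free HEPES saline buffer with Triton X-100. Times: 1 h compound preincubation, 2 h substrate hydrolysis at 25 °C. Measured by: 405 nm absorbance of p-nitroaniline, reads at 0 and 120 min. Read-out basis: percent activation relative to control range. Replicates: singlicate.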
PP5 primary: PP5 (human) phosphatase inhibition; inhibition, % at 6.7 µM; purified PP5c, OMFP substrate fluorescence; 320,000 compounds, 0.18% hits; P53041;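 active means inhibition above the campaign's mean inhibition across all tested compounds plus 3 SD, cut at about 9.5% in these data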;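 further: 0% = DMSO only and 100% = 100 µM cantharidin control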
Target sequence (P53041 whole entry, looked up): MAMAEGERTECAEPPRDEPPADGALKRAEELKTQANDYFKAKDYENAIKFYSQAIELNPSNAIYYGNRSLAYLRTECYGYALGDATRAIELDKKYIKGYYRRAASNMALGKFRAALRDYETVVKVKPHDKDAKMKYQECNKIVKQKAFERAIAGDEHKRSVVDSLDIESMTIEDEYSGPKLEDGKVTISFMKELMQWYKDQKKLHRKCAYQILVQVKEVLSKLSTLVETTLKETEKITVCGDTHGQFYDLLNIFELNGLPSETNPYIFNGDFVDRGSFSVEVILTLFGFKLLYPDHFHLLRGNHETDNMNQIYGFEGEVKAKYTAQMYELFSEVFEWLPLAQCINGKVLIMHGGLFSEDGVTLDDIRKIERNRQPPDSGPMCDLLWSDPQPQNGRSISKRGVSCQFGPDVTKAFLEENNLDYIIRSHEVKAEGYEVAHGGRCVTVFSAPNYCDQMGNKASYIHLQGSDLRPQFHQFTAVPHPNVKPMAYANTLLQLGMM
procasp7 counter: activates human procaspase-7, counter-screen for procaspase-3 activators; P55210; activation, % at 8.5 µM; 330,000 compounds, 0.093% hits; AID 463210; recombinant procaspase-7, Ac-DEVD-pNA absorbance 405 nm; D23A/D198A/D206A triple mutant, cannot self-cleave; scale: DMSO 0, 5 µM enzyme 100;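 active means percent activation above the screen-wide mean plus 3 SD, cut at about 25% in these data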
Target sequence (P55210 whole entry D23A/D198A/D206A): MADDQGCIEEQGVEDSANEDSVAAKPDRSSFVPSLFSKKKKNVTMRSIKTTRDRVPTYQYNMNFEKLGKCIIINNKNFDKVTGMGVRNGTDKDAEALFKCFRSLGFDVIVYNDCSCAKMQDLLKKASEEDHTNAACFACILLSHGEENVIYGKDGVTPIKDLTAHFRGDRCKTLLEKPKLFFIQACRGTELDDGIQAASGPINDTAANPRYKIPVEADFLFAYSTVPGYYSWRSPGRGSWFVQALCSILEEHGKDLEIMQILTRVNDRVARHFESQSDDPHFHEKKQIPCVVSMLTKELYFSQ
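System: Uncleavable procaspase-7 mutant enzyme; Amount: 2 µM procaspase-7 mutant as dispensed; Schedule: 1 h compound preincubation, 2 h substrate cleavage, 25 °C; Measured by: 405 nm absorbance of p-nitroaniline; Evaluation: percent activation from buffer-corrected 0–120 min absorbance change; Control set: low DMSO alone, high DMSO plus 5 µM PC-7.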
TPT1 inh: C. albicans TPT1 enzyme inhibition; recombinant caTPT1, FP RNA substrate dephosphorylation; AID 1962; inhibition, % at 5 µM; 300,000 compounds, 0.81% hits;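 active means inhibition above the mean of all tested compounds plus 3 SD, set per screening campaign, cut at about 24% in these data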;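 further: plate controls were DMSO alone for no effect and ferristatin control at 100 nM for full effect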
PP1 inh: blocks human PP1-alpha phosphatase, a PP5 counter-screen | AID 2235 | 320,000 compounds, 0.9% hits | inhibition, % at 6.7 µM | purified PP1alpha, OMFP fluorescence;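 active means inhibition above the mean inhibition of all tested compounds plus 3 SD, computed separately for each screening campaign, cut at about 15% in these data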
core dimer inh: HCV core protein dimerization inhibition | TR-FRET GST/Flag-core106 dimerization, 1536-well | inhibition, % at 5 µM | 300,000 compounds, 0.33% hits | AID 1899;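 active means inhibition above the mean of all tested compounds plus 3 SD, set per screening campaign, cut at about 45% in these data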
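Assay system: Tagged HCV core106 pair (GST and Flag) | Buffer or medium: KF-containing HEPES buffer, pH 7.45, DTT, CHAPS, BSA | Also added: Eu donor and XL665 acceptor anti-tag antibodies | Dosing: One concentration, 5 µM, in 0.5% DMSO | Timing: 4 h at 22.5 °C | Technique: TR-FRET 671 and 617 nm emission | Repeats: Singlicate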
Fh CTSL1 inh: blocks F. hepatica cathepsin L1 in PFM18AAP counter-screen; 300,000 compounds, 0.49% hits; recombinant F. hepatica cathepsin L1, Z-Leu-Arg-MCA fluorescence; inhibition, % at 5.96 µM;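 active means inhibition above the mean of all tested compounds plus 3 SD, set per screening campaign, cut at about 17% in these data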;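 further: 0% = plate median of test compound wells and 100% = 1 µM Z-Phe-Ala-diazomethylketone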
Active calls of the source: *. This is a random part of the collection, and some 5.6% of all compounds hit somewhere here.

What do the screens show for `O=C(CCC(=O)N1CCOc2ccccc21)Nc1ccccc1Cl`?
AHR activator: 6; PAFAH2 inh: 4; procasp3 activ: 0; PP5 primary: 1.3; procasp7 counter: -5; TPT1 inh: 1; PP1 inh: -7; core dimer inh: -2; Fh CTSL1 inh: -2

What do the screens show for `CC(C)C(=O)NC(C)C(c1cccs1)N1CCN(C)CC1` (stereo unspecified)?
AHR activator: 3; PAFAH2 inh: -1; procasp3 activ: -4; PP5 primary: -0.1; procasp7 counter: 5; TPT1 inh: 0; PP1 inh: 1; core dimer inh: 0; Fh CTSL1 inh: -2

How did Cc1cc(C(=O)N(C)CC(=O)Nc2ccccc2C(F)(F)F)c(C)o1 do in these assays?
AHR activator: 1; PAFAH2 inh: -2; procasp3 activ: 8; PP5 primary: 1.5; procasp7 counter: 5; TPT1 inh: -2; PP1 inh: -1; core dimer inh: -2; Fh CTSL1 inh: 1

Results for O=C(Cn1c(C(=O)NCCCN2CCOCC2)cc2sccc21)c1ccccc1 ?
AHR activator: 2; PAFAH2 inh: -4; procasp3 activ: -5; PP5 primary: 1.1; procasp7 counter: -7; TPT1 inh: 2; PP1 inh: 0; core dimer inh: -2; Fh CTSL1 inh: 0

What do the screens show for `CCCCC(=O)Nc1cccc(NC(=O)c2ccc(Br)o2)c1`?
AHR activator: 2; PAFAH2 inh: -6; procasp3 activ: 14; PP5 primary: 1.0; procasp7 counter: 1; TPT1 inh: -1; PP1 inh: 1; core dimer inh: -1; Fh CTSL1 inh: 1

How did CN(C)CC(C)(C)CNC(=S)Nc1ccc(S(=O)(=O)N2CCOCC2)cc1 do in these assays?
AHR activator: 1; PAFAH2 inh: -1; procasp3 activ: 4; PP5 primary: -1.3; procasp7 counter: -5; TPT1 inh: 1; PP1 inh: -3; core dimer inh: -2; Fh CTSL1 inh: -3

How did OC(CNC1CCCc2ccccc21)COc1ccc2ccccc2c1 (stereo unspecified) do in these assays?
AHR activator: 7; PAFAH2 inh: -5; procasp3 activ: 5; PP5 primary: 2.9; procasp7 counter: 7; TPT1 inh: 3; PP1 inh: 7; core dimer inh: -17; Fh CTSL1 inh: 1

How did CC(C)C(=O)NCCc1c[nH]c2ccccc12 do in these assays?
AHR activator: -2; PAFAH2 inh: -2; procasp3 activ: 0; PP5 primary: -0.7; procasp7 counter: 1; TPT1 inh: 0; PP1 inh: 1; core dimer inh: -9; Fh CTSL1 inh: -3

What do the screens show for `COc1nc(N)nc(NC23CC4CC(CC(C4)C2)C3)n1`?
AHR activator: 2; PAFAH2 inh: 1; procasp3 activ: -2; PP5 primary: 4.9; procasp7 counter: 3; TPT1 inh: 1; PP1 inh: -2; core dimer inh: 0; Fh CTSL1 inh: -1

Results for Cc1cc(C)cc(N(CC(=O)O)S(=O)(=O)c2c(C)noc2C)c1 ?
AHR activator: 1; PAFAH2 inh: 2; procasp3 activ: -7; PP5 primary: 1.2; procasp7 counter: 2; TPT1 inh: 2; PP1 inh: -1; core dimer inh: 3; Fh CTSL1 inh: 6

How did CCCc1nc2ccc(NC(C)=O)cc2c(=O)n1Cc1cccc(Cl)c1 do in these assays?
AHR activator: 1; PAFAH2 inh: -5; procasp3 activ: -1; PP5 primary: 2.2; procasp7 counter: 9; TPT1 inh: -1; PP1 inh: 2; core dimer inh: 1; Fh CTSL1 inh: -5

Results for Cc1onc(-c2ccccc2)c1C(=O)N1CCOC12CCN(c1cccc(F)n1)CC2 ?
AHR activator: 1; PAFAH2 inh: 6; procasp3 activ: -4; PP5 primary: 2.5; procasp7 counter: 4; TPT1 inh: -4; PP1 inh: -3; core dimer inh: 0; Fh CTSL1 inh: -1

How did Clc1ccc(CN2C3=NCCN3c3ccccc32)cc1Cl do in these assays?
AHR activator: 1; PAFAH2 inh: -6; procasp3 activ: 1; PP5 primary: 0.4; procasp7 counter: 0; TPT1 inh: 2; PP1 inh: 3; core dimer inh: -1; Fh CTSL1 inh: 0

How did O=C(NNS(=O)(=O)c1ccc(Cl)cc1)c1cc(-c2ccccc2)nc2ccccc12 do in these assays?
AHR activator: 16; PAFAH2 inh: 0; procasp3 activ: -7; PP5 primary: 1.3; procasp7 counter: -1; TPT1 inh: 0; PP1 inh: -1; core dimer inh: 5; Fh CTSL1 inh: -2

What do the screens show for `COc1ccc(NC(=S)NC(NC(C)=O)C(Cl)(Cl)Cl)c([N+](=O)[O-])c1` (stereo unspecified)?
AHR activator: 3; PAFAH2 inh: -2; procasp3 activ: 1; PP5 primary: 2.0; procasp7 counter: 1; TPT1 inh: -1; PP1 inh: -2; core dimer inh: 6; Fh CTSL1 inh: -1

What do the screens show for `CN(CC(=O)Nc1ccc(Cl)cc1F)C1CCS(=O)(=O)C1` (stereo unspecified)?
AHR activator: -1; PAFAH2 inh: -2; procasp3 activ: 2; PP5 primary: -2.8; procasp7 counter: 3; PP1 inh: -4

Results for Cc1ccc(C)c(S(=O)(=O)N2CCCOC2CNC(=O)C(=O)NC2CC2)c1 (stereo unspecified) ?
AHR activator: 3; PAFAH2 inh: 2; procasp3 activ: -5; PP5 primary: -0.6; procasp7 counter: -5; TPT1 inh: 2; PP1 inh: -3; core dimer inh: 2; Fh CTSL1 inh: 2

What do the screens show for `N#Cc1ccc(C(=O)NC2CCCCCCC2)cc1`?
AHR activator: 5; PAFAH2 inh: -2; procasp3 activ: -4; PP5 primary: 3.2; procasp7 counter: 3; TPT1 inh: 2; PP1 inh: 1; core dimer inh: -5; Fh CTSL1 inh: -4

How did CCCCCC/C(=N\NS(C)(=O)=O)c1ccccc1 do in these assays?
AHR activator: 1; PAFAH2 inh: 5; procasp3 activ: 1; PP5 primary: 3.4; procasp7 counter: -9; TPT1 inh: -4; PP1 inh: 5; core dimer inh: -1; Fh CTSL1 inh: 3

What do the screens show for `COc1ccccc1N(CC(=O)Nc1c(C)n(C)n(-c2ccccc2)c1=O)S(=O)(=O)c1ccc(C)cc1`?
AHR activator: -3; PAFAH2 inh: -2; procasp3 activ: 3; PP5 primary: 3.0; procasp7 counter: -1; TPT1 inh: 0; PP1 inh: 0; core dimer inh: -10; Fh CTSL1 inh: -4

How did CC(=O)Nc1cccc(/C(C)=N/NC(=O)c2cccs2)c1 do in these assays?
AHR activator: 5; PAFAH2 inh: 4; procasp3 activ: -3; PP5 primary: 1.8; procasp7 counter: -8; TPT1 inh: -2; PP1 inh: -3; core dimer inh: 2; Fh CTSL1 inh: -5

What do the screens show for `C=CCNc1nc(C(=O)OC(C)C(=O)c2ccc(C)cc2)cs1` (stereo unspecified)?
AHR activator: -1; PAFAH2 inh: -5; procasp3 activ: 6; procasp7 counter: 1

How did O=C(Cc1ccccc1C(=O)O)Nc1cccc2ccccc12 do in these assays?
AHR activator: 11; PAFAH2 inh: -9; procasp3 activ: -4; PP5 primary: -0.9; procasp7 counter: -6; TPT1 inh: -3; PP1 inh: -1; core dimer inh: -14; Fh CTSL1 inh: -1

What do the screens show for `COc1ccc(CN2CCN(CCCc3ccccc3)CC2)c(OC)c1`?
AHR activator: 2; procasp3 activ: 0; PP5 primary: 3.0; procasp7 counter: 1; TPT1 inh: -2; PP1 inh: 3; core dimer inh: -4; Fh CTSL1 inh: 2

How did NS(=O)(=O)c1ccc(CCNC(=O)C2CCCN2C(=O)OCc2ccccc2)cc1 (stereo unspecified) do in these assays?
AHR activator: 4; PAFAH2 inh: -3; procasp3 activ: -1; PP5 primary: 3.2; procasp7 counter: -2; TPT1 inh: 1; PP1 inh: -1; core dimer inh: 2; Fh CTSL1 inh: -3

What do the screens show for `Cc1cc(NC(=O)CSc2ccc3nnc(-c4cccnc4)n3n2)no1`?
AHR activator: 23; PAFAH2 inh: 9; procasp3 activ: 11; PP5 primary: 0.8; procasp7 counter: 7; TPT1 inh: -1; PP1 inh: -1; core dimer inh: 10; Fh CTSL1 inh: 1

Results for Cc1ccc2c(c1)C1CC(C)(O2)N(c2cccc(C(=O)N3CCN(c4ccccn4)CC3)c2)C(=O)N1 (stereo unspecified) ?
AHR activator: 3; PAFAH2 inh: -2; procasp3 activ: 6; PP5 primary: 4.4; procasp7 counter: 7; TPT1 inh: 0; PP1 inh: 0; core dimer inh: -17; Fh CTSL1 inh: -5

How did CCC(Oc1ccc2c(c1)C(=O)CC(C)(C)O2)C(=O)NCCN1CCCCCC1 (stereo unspecified) do in these assays?
AHR activator: 1; PAFAH2 inh: -2; procasp3 activ: 5; PP5 primary: -0.7; procasp7 counter: -1; TPT1 inh: -1; PP1 inh: -3; core dimer inh: 2; Fh CTSL1 inh: 37*

How did O=C(NCCN1CCCCC1)c1cc(OCC(F)(F)F)ccc1OCC(F)(F)F do in these assays?
AHR activator: 1; PAFAH2 inh: -8; procasp3 activ: -1; PP5 primary: -3.7; procasp7 counter: 9; TPT1 inh: 3; PP1 inh: -1; core dimer inh: -5; Fh CTSL1 inh: -2

Results for N#Cc1ccc2ccn(CC(=O)NC3CCCCCC3)c2c1 ?
AHR activator: 0; PAFAH2 inh: 3; procasp3 activ: 6; PP5 primary: -1.3; procasp7 counter: 3; TPT1 inh: 4; PP1 inh: -3; core dimer inh: -1; Fh CTSL1 inh: -4

What do the screens show for `O=C(CNc1n[nH]c(=O)[nH]c1=O)N/N=C/c1cccnc1`?
AHR activator: 0; PAFAH2 inh: 2; procasp3 activ: 0; PP5 primary: -0.9; procasp7 counter: 0; TPT1 inh: 1; PP1 inh: -4; core dimer inh: 0; Fh CTSL1 inh: -3

How did O=C(COc1ccc(Br)cc1Cl)c1ccc[nH]1 do in these assays?
AHR activator: 0; PAFAH2 inh: 1; procasp3 activ: 0; PP5 primary: -0.2; procasp7 counter: -7; TPT1 inh: 7; PP1 inh: 2; core dimer inh: 7; Fh CTSL1 inh: 3

What do the screens show for `CC1Cc2ccccc2N1C(=O)c1cnc2n(c1=O)CCS2` (stereo unspecified)?
AHR activator: 1; PAFAH2 inh: -3; procasp3 activ: 5; PP5 primary: 3.8; procasp7 counter: 1; TPT1 inh: -1; PP1 inh: 1; core dimer inh: -9; Fh CTSL1 inh: 66*

What do the screens show for `COC(=O)c1ccc(Oc2nc(NC(C)C)nc(SC)n2)cc1`?
AHR activator: -1; PAFAH2 inh: 3; procasp3 activ: 9; PP5 primary: 2.0; procasp7 counter: 12; TPT1 inh: -2; PP1 inh: 0; core dimer inh: 2; Fh CTSL1 inh: -1

Already shown: entries from further up.
How did NS(=O)(=O)c1ccc(CCNC(=O)C2CCCN2C(=O)OCc2ccccc2)cc1 (stereo unspecified) do in these assays?
AHR activator: 4; PAFAH2 inh: -3; procasp3 activ: -1; PP5 primary: 3.2; procasp7 counter: -2; TPT1 inh: 1; PP1 inh: -1; core dimer inh: 2; Fh CTSL1 inh: -3

What do the screens show for `Cc1cc(NC(=O)CSc2ccc3nnc(-c4cccnc4)n3n2)no1`?
AHR activator: 23; PAFAH2 inh: 9; procasp3 activ: 11; PP5 primary: 0.8; procasp7 counter: 7; TPT1 inh: -1; PP1 inh: -1; core dimer inh: 10; Fh CTSL1 inh: 1
